# Dengue virus CPE = Dengue virus cytopathic effect inhibitors, cell-based, CPE readout, HTS (AID 540333); Dengue virus CPE inhibition in host cells; stronger effect = higher value; CPE inhibition, % at 20 µM; actives 3.1% (n = 10,000); in the data active = CPE inhibition mostly above about 9.1%, no sharp cut-off; inactive = mostly below about 7.2%
# The depositor's hits bear a star; i = inactive. This is a subset, so the mix of outcomes need not match the whole.
SMILES	Dengue virus CPE
CCc1cccc(C)c1NC(=O)CSc1nnc(CCCOc2ccc(Cl)cc2Cl)n1C	9.0
O=C(NC(=S)Nc1ccc(N2CCOCC2)cc1)c1cccc([N+](=O)[O-])c1	1.0
O=c1cc(O)c2sc(Nc3ccc(F)cc3)nc2[nH]1	2.1
COc1ccc(OC)c(/C=N/N=C2\SCC(=O)N2Cc2ccco2)c1	0.4
CCOC(=O)COc1c(Cl)cc(C2NC(=S)NC(c3ccccc3)=C2C(C)=O)cc1OCC (stereo not drawn)	i
O=C(Cn1cc(C(F)(F)F)cc(Cl)c1=O)Nc1cc(S(=O)(=O)N2CCOCC2)ccc1Cl	i
O=C(C[n+]1cccc2ccccc21)c1ccccc1	1.2
Cc1ccc(-c2nsc(SCC(=O)NCc3ccc4c(c3)OCO4)n2)cc1	5.8
CC(O)c1nc2ccccc2n1Cc1ccc([N+](=O)[O-])cc1 (stereo not drawn)	i
O=C(/N=C1/c2ccccc2CN1c1ccccc1)Nc1ccccc1	0.5
Cc1ccc(OCc2nnnn2-c2ccccc2)cc1	i
CCCCn1nnc(NC(=S)NC(=O)c2cccs2)n1	i
CC(=O)c1ccc(N(C(=O)Cn2nnc3ccccc32)C(C(=O)NCc2ccccc2)c2ccccn2)cc1 (stereo not drawn)	i
COc1ccc(C(=O)NCc2nnc(SCC(=O)N3CCc4ccccc43)n2C2CCCCC2)cc1	3.5
CCOC(=O)/C(C#N)=C/c1ccc(N2CCN(Cc3ccccc3)CC2)cc1	0.6
CCn1c(-c2cc(-c3cc(C)ccc3C)nc3ccccc23)n[nH]c1=S	i
Cc1ccc(NS(=O)(=O)c2cccc(C(=O)NNC(=O)NC3CCCCC3)c2)c(C)c1	0.3
CCC(C)NC(=S)N(CCc1ccccc1)Cc1cc2cc(OC)c(OC)cc2[nH]c1=O (stereo not drawn)	5.5
O=C(Cc1cc(=O)[nH][nH]1)N/N=C/c1ccccc1[N+](=O)[O-]	0.6
COc1ccccc1/C=C/C=C1\Oc2c(ccc(O)c2CN2CCN(CCO)CC2)C1=O	i
NCCCC[C@H]1CN=C(N)N1CCc1cccc2ccccc12	i
O=C(NC(N1CCCCCC1)C(Cl)(Cl)Cl)c1ccccc1Cl (stereo not drawn)	0.3
CCC(C)NCCCOc1ccc(Cl)cc1C(C)(C)C (stereo not drawn)	3.0
CCNC(=S)N/N=C(\C)c1ccc2c(c1)OCCO2	i
Cc1ccc(S(=O)(=O)N(C)C)cc1NC(=O)c1ccc(OC(F)(F)F)cc1	2.4
CC(C)(C)c1cc(NC(=O)CSc2nncs2)n(-c2ccccc2)n1	0.0
COc1ccc(Cn2c(O)c(C=Nc3ccc(OC)cc3)c3ccccc3c2=O)cc1	1.9
Cn1cnnc1SC1c2cccc3cccc(c23)C1NS(=O)(=O)c1ccccc1 (stereo not drawn)	0.5
CCn1nc(C)c(/C=N/NC(=S)Nc2ccc(Cl)cc2Cl)c1C	5.3
Cc1ccc(S(=O)(=O)/N=C(\c2ccccc2)N(C)S(=O)(=O)c2ccccc2)cc1	0.4
Cc1cc(C(=O)N/N=C/C=C/c2ccccc2)c(C)o1	0.1
CCn1c(C)cs/c1=N\C(=S)Nc1ccccc1C	0.1
CCN(CC)CCN(C)C1CCC(c2ccccc2)CC1 (stereo not drawn)	i
O=C(NCCCNc1ccc(C(F)(F)F)cc1[N+](=O)[O-])c1ccc(F)cc1	0.6
O=C(C[n+]1cc(-c2ccccc2)n2c1CCC2)Nc1nc(-c2ccccc2)cs1	4.3
Cc1cccc(Oc2nc(CN3CCOCC3)nc3sc4c(c23)CCCC4)c1	15*
CCc1cccc(CC)c1NC(=O)COC(=O)c1ccc(F)c(S(=O)(=O)N(CC)CC)c1	0.1
CCCOc1ccc(N2C(=O)CC(NNC(=O)c3ccc(COc4ccccc4)o3)C2=O)cc1 (stereo not drawn)	0.3
Cc1ccc(NC(=O)CCC(=O)NNC(=O)COc2ccccc2)cc1C	0.4
CC1(c2nnc(-c3cccc(Cl)c3)o2)CC(c2ccc(C#N)cc2)=NO1 (stereo not drawn)	0.2
COc1ccc(C2CC(c3ccccc3)=NN2C(=O)CSc2ncccn2)cc1 (stereo not drawn)	0.2
O=C(NCc1nnc(SCc2ccc(C(F)(F)F)cc2)n1-c1ccccc1)C12CC3CC(CC(C3)C1)C2	9.1*
O=C(COC(=O)c1cccc([N+](=O)[O-])c1)c1ccc(OCc2ccccc2)cc1	i
COc1cccc(/C(O)=C/c2nc3ccc(C(=O)NCCc4ccc(Cl)cc4)cc3[nH]c2=O)c1	i
O=S(=O)(c1ccc2c(c1)OCCO2)N1CCN(S(=O)(=O)c2c(F)cc(F)cc2F)CC1	0.7
O=[N+]([O-])c1cc(Cc2ccccc2)cc(C=Nc2ccc(N3CCOCC3)cc2)c1O	0.8
CCN(CC)C(=S)Nc1ccc(Cl)c(Cl)c1	i
O=C(c1cc2ncc(CCCl)cn2n1)N1CCCCCC1	1.1
C=CCn1cc([N+](=O)[O-])nc1C	0.3
Cc1ccc(-c2n[nH]c(=S)n2/N=C\c2ccco2)cc1	i
COc1ccc(-c2nn(-c3ccccc3)cc2/C=C(\C#N)S(=O)(=O)c2ccccc2)cc1OC	0.1
COc1ccc(CCC(C)Nc2ccccc2F)cc1 (stereo not drawn)	1.4
COc1cc(/C=C/C(=O)c2ccc(NS(=O)(=O)c3ccc(C)cc3)cc2)ccc1OC(F)F	i
COc1nccnc1NS(=O)(=O)c1ccc(NC(=S)NC(=O)c2ccccc2)cc1	i
C/C(=C/C(=O)N1CCN(C)CC1)C(=O)O	0.7
O=C(CON=C1c2ccccc2-c2ccccc21)NC12CC3CC(CC(C3)C1)C2	6.9
CCC/C(=C1/c2ccccc2C(=O)N1c1ccccc1)c1ccc2[nH]ccc2c1	i
Clc1cccc(N/N=C/c2ccc(N3CCOCC3)s2)c1	i
COc1cccc(N2CCN(CC(=O)Nc3ccc(SC(F)F)cc3)CC2)c1	0.5
O=C(Nc1nc(-c2ccc(Cl)cc2)cs1)NC1CCCCC1	20*

# (next part)
SMILES	Dengue virus CPE
CC(CNc1ccccc1O)C(=O)O (stereo not drawn)	i
CCN(CC)S(=O)(=O)c1ccc(C)c(NC(=S)NNC(=O)C2CC2)c1	0.7
C=CCSc1nnc2c(n1)OC(c1ccco1)Nc1ccccc1-2 (stereo not drawn)	1.6
COc1ccc(/C=N/N=C2/NC(=O)C(CC(=O)O)S2)cc1OCc1ccc(Cl)cc1 (stereo not drawn)	i
O=C(C[n+]1cccc(CNC(=O)c2ccc(OC(F)F)cc2)c1)Nc1ccccc1Cl	0.2
C/C(=N\NC(=O)CCCCCNC(=O)c1ccccc1)c1ccccc1O	i
COc1ccc(NC(=O)CN(C)CC(=O)Nc2ccccc2SC)cc1	i
O=C1C(Cl)=C(N2CCCCC2)C(=O)N1Cc1ccccc1	1.3
S=C(Nc1ccc(Br)cc1)NC1CCCC1	i
CCN1C(=O)N[C@H](c2ccccc2)C(C(C)=O)=C1C	i
Cc1cc(C)n(-c2ccc(C(=O)OCC(=O)Nc3ccc([N+](=O)[O-])cc3)cc2)n1	0.8
Cc1cc(Cl)ccc1OCC(=O)N[C@@H](Cc1ccccc1)c1nc2ccccc2[nH]1	4.0
O=C(/C=C/c1cccc([N+](=O)[O-])c1)N1CCN(c2ccccc2F)CC1	i
CC(C)(C)c1nnc(N/N=C/c2ccccc2)n(N)c1=O	2.7
COc1ccc(-n2c(C)cc(C(=O)COc3ccc(C)nc3[N+](=O)[O-])c2C)cc1	1.8
O=C(c1ccc(=O)[nH]c1)N(Cc1cccs1)C1(C(=O)NC2CCCC2)CCCCC1	0.1
O=C(N[C@@H](c1ccccc1)[C@@H]1C[C@H]1C(=O)O)OCc1ccccc1	1.5
C=CCc1ccccc1OCC(=O)N/N=C/c1ccc(OC(C)=O)cc1OC(C)=O	i
Cc1ccccc1N(C(=O)Cc1cccs1)C(C(=O)NC1CCCCC1)c1cn(C)nc1C (stereo not drawn)	0.3
CCOC(=O)[C@H]1[C@H]2COc3ccccc3[C@@H]2N2C(=O)c3cc(Cl)ccc3NC(=O)[C@@]12C	4.6
O=C(Nc1nnc(C2=COCCO2)o1)c1ccc(Cl)cc1	i
COc1cc(CCC(=O)OCC(=O)Nc2cccc(S(=O)(=O)N(C)C)c2)cc(OC)c1OC	1.8
C=CCOc1ccc(/C=N/O)cc1Cl	0.4
Fc1ccc(N2CCN(/C=C/c3nnnn3-c3ccccc3)CC2)cc1	i
Cc1cccc(N(CC(=O)Nc2ccccc2-c2ccccc2)S(=O)(=O)c2ccccc2)c1C	3.8
O=C(NC(=S)Nc1ccc(NC(=O)c2cccs2)cc1)c1ccco1	1.3
O=C(Nc1ccccc1Cc1ccccc1)c1ccc2c(c1)SC1=NS(=O)(=O)CCN12	i
CCN(CC)S(=O)(=O)c1ccc(C)c(NC(=O)COc2ccc3c(C)cc(=O)oc3c2)c1	i
Cc1cccc(NS(=O)(=O)c2cc(C(=O)N3CCCC3)ccc2Cl)c1	i
CCN(CC)S(=O)(=O)c1ccc(N2CCOCC2)c(NS(=O)(=O)c2ccc(C(C)C)cc2)c1	i

# 3 structures already listed, arranged by number of heavy atoms, ascending.
SMILES	Dengue virus CPE
O=C(NC(N1CCCCCC1)C(Cl)(Cl)Cl)c1ccccc1Cl (stereo not drawn)	0.3
CC1(c2nnc(-c3cccc(Cl)c3)o2)CC(c2ccc(C#N)cc2)=NO1 (stereo not drawn)	0.2
CCOC(=O)/C(C#N)=C/c1ccc(N2CCN(Cc3ccccc3)CC2)cc1	0.6

# Following part
SMILES	Dengue virus CPE
CCCCC(=O)Nc1ccc(NC(=O)c2ccc(C)c([N+](=O)[O-])c2)cc1OC	i
Cc1ccc(-c2cc(C(=O)NCCc3ccccn3)c3ccccc3n2)c(C)c1	0.2
CC1=CC(=O)N(c2ccc(C)cc2)C1c1ccc(Cl)cc1 (stereo not drawn)	4.6
COc1ccc(NC(=S)NC23CN4CN(CN(C4)C2)C3)cc1	i
O=C(O)/C=C/c1coc2ccc(F)cc2c1=O	0.1
Fc1cccc(NC(=S)NCCN2CCOCC2)c1	0.3
Cc1ccc(NNC(=O)C(O)(c2cccc(C(F)(F)F)c2)c2cccc(C(F)(F)F)c2)cc1	7.6
O=C(/C=C/c1ccc(Cl)c(Cl)c1)N1CCc2ccccc21	4.1
COC(=O)c1sccc1N/N=C/c1cccc(OC)c1O	2.2
Cc1ccc(S(=O)(=O)N2CCCOC2CNC(=O)C(=O)NCc2ccncc2)cc1 (stereo not drawn)	i
O=C(Nc1ccc(F)cc1)C1CC(=O)n2c(nc3ccccc32)N1 (stereo not drawn)	0.2
CNc1ccc(/C=C(\CCC(=O)O)c2nc3ccccc3s2)cc1[N+](=O)[O-]	i
COc1cc(SC)ccc1C(=O)NCc1ccccc1	i
Cc1ccc(/C=C/C(=O)NCc2cccs2)cc1	i
COc1ccc(N/C(C)=C/C(=O)c2ccccc2)cc1	0.1
CC(C)C(=O)NC(=S)Nc1nnn(C)n1	i
Cc1ccc(/C=C/C(=O)OCC(=O)Nc2ccccc2Sc2ccccc2)cc1	i
Cc1ccsc1/C=N/n1c(-c2ccccc2)n[nH]c1=S	0.5
Nn1c(Cc2cccc3ccccc23)nnc1SCCOc1ccc(F)cc1	i
COC(=O)C1=C(O)CSC1=Nc1ccc(C)cc1	i
O=C1c2ccccc2S(=O)(=O)c2cc(C(=O)N3CCN(c4ncccn4)CC3)ccc21	0.7
COCC(C)NC(=O)c1oc2c(c1C)C1(CCC2)SCCS1 (stereo not drawn)	0.3
CC[C@@H]1[C@H]2CCCC(=O)N3CC[C@@H](C[C@@H]1OC(=O)Nc1ccccc1)[C@@H]23	0.8
CC(C)(C)c1ccc(-c2n[nH]c(=S)n2/N=C/c2ccncc2)cc1	i
CCN(CC)C(=O)C(=O)N/N=C/c1ccc(C(=O)OC)cc1	0.9
Cc1cc(/C=C2\SC(=S)N(Cc3ccco3)C2=O)c(C)n1-c1ccccc1	i
CCOC(=O)C1=C(O)/C(=C/c2ccc(OCC(=O)O)c(OC)c2)SC1=Nc1ccc(OC)cc1	i
CC(=O)Nc1ccc(Nc2ccc(N3C(=O)CCCC3=O)cc2[N+](=O)[O-])cc1	i
CCOc1ccc(N=Cc2c(C)[nH]n(-c3nc4ccccc4[nH]3)c2=O)cc1	i
CCCCN1C(=O)C2C3C=CC(C2C1=O)C1C2C(=O)N(CCCC)C(=O)C2C31 (stereo not drawn)	0.2
COC(C(=O)NCc1ccccc1C)c1ccccc1 (stereo not drawn)	0.1
S=C(Nc1cccnc1)NC1CCCC1	0.4
O=C(NCC1CCCO1)/C(=C/c1ccc(Cl)cc1)NC(=O)c1ccccc1 (stereo not drawn)	1.4
CC(=O)OCCNc1cc(Sc2nc3ccccc3[nH]2)c2nonc2c1[N+](=O)[O-]	i
COCCNC(=O)C1Nc2ccc(OC(F)(F)F)cc2C2C=CCC12 (stereo not drawn)	1.1
CCCC(=O)N=C1SC2CS(=O)(=O)CC2N1c1ccc(-c2nc3ccc(C)cc3s2)cc1 (stereo not drawn)	0.7
C#CC(CC)(CC)NC(=S)Nc1ccc(S(N)(=O)=O)cc1	0.2

# Structural class: the compounds so far containing a COOH group.
SMILES	Dengue virus CPE
C/C(=C/C(=O)N1CCN(C)CC1)C(=O)O	0.7
CC(CNc1ccccc1O)C(=O)O (stereo not drawn)	i
COc1ccc(/C=N/N=C2/NC(=O)C(CC(=O)O)S2)cc1OCc1ccc(Cl)cc1 (stereo not drawn)	i
O=C(N[C@@H](c1ccccc1)[C@@H]1C[C@H]1C(=O)O)OCc1ccccc1	1.5
O=C(O)/C=C/c1coc2ccc(F)cc2c1=O	0.1
CNc1ccc(/C=C(\CCC(=O)O)c2nc3ccccc3s2)cc1[N+](=O)[O-]	i
CCOC(=O)C1=C(O)/C(=C/c2ccc(OCC(=O)O)c(OC)c2)SC1=Nc1ccc(OC)cc1	i
